High-throughput results from PubChem BioAssay.
rCAG binder – r(CAG) repeat RNA binding; TO-PRO-1 dye displacement fluorescence; inhibition, % at 3 µM; 370,000 compounds, 1.3% hits;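 active = inhibition above the plate cutoff, the mean of all test compounds on that plate plus 3 SD, cut at about 35% in these data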;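 note: 0% = DMSO alone and 100% = 100 µM mitoxantrone as full dye displacement; higher means more dye released from RNA so lower well fluorescence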
NPR2 activator – GC-B (human) receptor activation; P20594; HEK293-GC-B cells, CNP EC30, cGMP TR-FRET; 0% at EC30 CNP, 100% saturating CNP; activation, % at 10 µM; 370,000 compounds, 0.11% hits;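 active = activation at 10 µM reaching about 35% in either raw or pattern-adjusted values, limit read from the data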
ABHD4 inh – ABHD4 (mouse) inhibition, primary FP screen. purified mABHD4, FP-Rh probe fluorescence polarization. inhibition, % at 8.92 µM. 370,000 compounds, 0.54% hits;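 active = inhibition exceeding the mean over every tested compound plus 3 SD, cut at about 30% in these data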;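 note: 0% = plate median of compound wells and 100% = S159A mutant with DMSO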
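assay system = mABHD4 protein | compound dosing = single nominal dose of 8.92 µM, 0.89% DMSO final | read-out basis = percent inhibition of probe binding, normalized to plate controls | schedule = Enzyme–compound pre-incubation 45 min, then probe 60 min, both 25 °C | detection = fluorescence polarization, excitation 525 nm, emission 598 nm, BODIPY TMR filters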
GC-A act – GC-A (human) enzyme activation | P16066 | HEK293 GC-A cells, cGMP TR-FRET, EC30 ANP; 0% at EC30 ANP, 100% saturating ANP | activation, % at 10 µM | 370,000 compounds, 0.14% hits | AID 1671463; in the data active = activation above about 40%
PG9 binder – small molecules binding HIV-1 gp120 antibody PG9. TR-FRET gp120-PG9 antibody binding. inhibition, % at 6.7 µM. 360,000 compounds, 0.43% hits. AID 624416; in the data active = inhibition above about 8.5%
Rev-erbA mod – modulators of human Rev-erb alpha DNA binding. AID 1259318. activity, % at 10 µM. P20393. 370,000 compounds, 0.79% hits. Rev-erbα–FITC-DNA binding, fluorescence polarization, 90 min;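 active = activity above about 14%, limit read from the data; passing the limit was not always enough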;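 note: 0% = DMSO wells with 35 nM protein and 100% = DMSO wells with 750 nM protein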
Target sequence (P20393 whole entry, looked up): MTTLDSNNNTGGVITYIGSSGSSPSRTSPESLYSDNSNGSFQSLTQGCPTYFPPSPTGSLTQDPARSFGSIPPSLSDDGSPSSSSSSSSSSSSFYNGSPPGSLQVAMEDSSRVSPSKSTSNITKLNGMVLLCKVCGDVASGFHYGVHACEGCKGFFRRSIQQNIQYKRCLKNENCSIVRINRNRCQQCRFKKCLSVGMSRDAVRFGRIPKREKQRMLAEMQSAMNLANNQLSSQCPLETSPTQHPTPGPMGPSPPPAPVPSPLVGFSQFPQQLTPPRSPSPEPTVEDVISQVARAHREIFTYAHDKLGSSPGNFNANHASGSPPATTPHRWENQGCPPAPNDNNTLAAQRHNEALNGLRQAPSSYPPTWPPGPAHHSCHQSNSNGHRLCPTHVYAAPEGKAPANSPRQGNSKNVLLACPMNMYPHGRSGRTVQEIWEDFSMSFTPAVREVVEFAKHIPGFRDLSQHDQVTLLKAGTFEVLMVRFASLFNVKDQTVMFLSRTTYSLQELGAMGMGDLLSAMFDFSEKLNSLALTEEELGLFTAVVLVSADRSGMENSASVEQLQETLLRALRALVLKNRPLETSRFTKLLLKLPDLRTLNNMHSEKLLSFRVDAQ
ASAP1 GAP inh – blocks human ASAP1-stimulated Arf1 GTP hydrolysis; Q9ULH1; GDP FP detection; inhibition, % at 16.5 µM; 360,000 compounds, 0.19% hits; in the data active = inhibition above about 25%;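 note: 0% = vehicle with enzyme and substrate and 100% = no enzyme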
HTRA1 inh – inhibitors of human serine peptidase HTRA1. Q92743. recombinant HTRA1, FP-rhodamine activity-based probe, fluorescence polarization. 340,000 compounds, 0.5% hits. inhibition, % at 5.96 µM; in the data active = inhibition above about 36%;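 note: 0% = enzyme with DMSO and 100% = wells lacking enzyme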
ARFGAP1 inh – rat ARFGAP1 inhibition. Q62848. Arfgap1-stimulated ARF1 GTP hydrolysis, GDP FP detection. inhibition, % at 16.5 µM. 360,000 compounds, 0.26% hits;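 active = inhibition above a per-plate limit, mean inhibition of low control wells plus 3 SD, cut at about 25% in these data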;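 note: 0% = DMSO wells with enzyme and 100% = wells lacking Arfgap1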
Target sequence (Q62848 1-136 limits assumed): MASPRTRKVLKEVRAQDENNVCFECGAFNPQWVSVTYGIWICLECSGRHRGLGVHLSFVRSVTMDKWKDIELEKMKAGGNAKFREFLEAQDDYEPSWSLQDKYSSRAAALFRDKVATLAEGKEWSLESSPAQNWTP
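System: truncated rat Arfgap1 GAP domain / Medium: HEPES-based buffer, pH 7.5 / Also added: N-terminally truncated human ARF1-GTP substrate / Incubation: enzyme reaction 120 min at 25 °C after 20 min preincubation / Measured by: FP of antibody-bound GDP Alexa 633 tracer, ex 620/em 688 nm / Replicates: singlicate, each compound tested once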
SMARCA2 act – SMARCA2 function activation, primary screen. MG213 cells, MMTV-luciferase reporter, dexamethasone, overnight. activation, % at 9.1 µM. 370,000 compounds, 1% hits. AID 652017; in the data active = activation above about 7.8%;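 note: 0% = vehicle wells and 100% = reference activator wells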
* hit, by the source's call; . = no result given.

Molecule,rCAG binder,NPR2 activator,ABHD4 inh,GC-A act,PG9 binder,Rev-erbA mod,ASAP1 GAP inh,HTRA1 inh,ARFGAP1 inh,SMARCA2 act
COc1ccc(CC(=O)N/N=C(\C)c2cccnc2)cc1,-4.1,6.4,-2.4,-0.8,-1.9,3.5,10.8,-0.7,2.1,3.1
CCCc1cc(=O)[nH]c(SCC(=O)NC(=O)NC2CCCC2)n1,1.9,-5.7,0.5,-3.4,-0.7,-2.3,-3.5,3.0,-8.7,-2.5
CCOC(=O)C1=C(C)N=C2c3ccccc3C(=O)C2C1c1ccc(C)cc1 (configuration not stated),4.6,-21.4,22.3,-33.8,-2.0,-4.4,-6.1,-0.4,17.5,1.7
CN1CC2(C)CN(C(c3ccccc3)c3ccccc3)CC(C)(C1)C2O (configuration not stated),-4.1,-18.8,4.9,-19.4,0.2,-7.1,5.9,2.5,-1.4,-1.0
Cc1cccc(N2CCN(C(=O)Cc3ccccc3[N+](=O)[O-])CC2)c1C,-1.9,1.6,6.7,-3.0,0.9,-6.4,8.4,-2.4,-8.0,-0.9
COc1ccc(OC)c(NC(=O)c2cc3n(n2)C(C(F)(F)F)CC(c2ccc4c(c2)OCO4)N3)c1 (configuration not stated),0.4,0.8,-0.6,-3.9,-4.3,-6.8,3.4,-7.5,8.1,-1.9
COc1ccc(-c2[nH]ncc2CN(C)C(C)c2ccon2)c(OC)c1 (configuration not stated),-0.7,0.4,1.7,-0.3,-1.7,1.0,19.3,0.6,1.2,-2.4
COCCN1C(=O)N[C@@H](c2cccc(F)c2)C(C(=O)OC)=C1C,1.1,3.5,3.6,1.9,-0.6,-2.0,2.8,-2.2,-5.4,0.5
CCc1noc(C)c1C(=O)N1CCN(c2ccc([N+](=O)[O-])cc2)CC1,3.4,0.5,-9.6,3.6,0.8,-6.7,-1.3,-23.9,2.1,-2.1
CCOc1ccccc1OCc1nn2c(-c3ccc(C)cc3)nnc2s1,2.1,-1.8,-15.0,-2.8,-1.3,-0.1,-1.6,-32.3,-0.2,-1.0
O=c1nc(N/N=C/c2c[nH]c3ccccc23)cn[nH]1,-0.3,-7.6,11.6,-4.1,-1.4,-4.9,-2.0,9.0,5.2,4.8
O=C(Nc1ccc(S(=O)(=O)N2CCc3ccccc32)cc1)C(F)(F)F,3.1,-6.9,-3.1,-10.6,0.4,2.7,-0.2,-14.0,23.0,-2.5
Cc1ccc(-c2csc(-c3c[nH]c4ccccc34)n2)cc1,24.8,-8.8,0.5,7.1,-1.5,-5.8,-10.2,21.8,2.0,4.3
CCCCN1CC(=O)N2[C@H]3c4ccccc4OC[C@@H]3[C@H](c3ccccc3)[C@]2(C)C1=O,-10.7,-11.6,-7.0,-7.7,-1.8,-4.0,10.5,-6.2,-4.5,-0.3
O=C(O)C1C2C=CC(C2)C1C(=O)NC1CCS(=O)(=O)C1 (configuration not stated),1.6,2.9,0.2,-1.4,1.4,3.4,-5.3,-3.2,9.2,1.0
O=C(c1cc(C2CCCCN2S(=O)(=O)Cc2ccccc2)on1)N1CCOCC1 (configuration not stated),0.7,2.4,-1.5,4.9,-0.8,-4.4,2.1,.,0.7,-1.3
Cc1cc2sc(C(=O)O)c(C)c2s1,-1.7,-0.4,4.8,6.6,16.4*,6.0,-2.8,-2.3,10.0,-0.3
COc1ccc(S(=O)(=O)Nc2cc(C)c(O)cc2C(C)C)cc1,5.1,-3.9,-9.4,-4.2,-1.4,-4.7,-6.4,-1.0,-10.5,-1.5
CCOC(=O)C1=C(C)NC(=S)NC1c1ccc(-c2cccc(Cl)c2C)o1 (configuration not stated),6.5,2.1,-2.2,-4.7,1.6,2.5,9.4,-23.2,1.8,-7.5
O=C(c1cc2ccccc2o1)N1CCN=C1SCc1cccc(F)c1,0.4,-5.2,5.2,0.3,-0.7,-0.6,0.0,-10.1,7.3,-1.3
COc1ccc(NC(=S)N2CCN(Cc3ccc(C)cc3)CC2)cc1,-6.0,2.5,4.5,4.1,-0.5,2.0,2.5,0.1,-2.1,1.1
O=C(NC1CCOC1)c1ccc(OC2CCN(CCc3ccccc3)CC2)cc1 (configuration not stated),-7.8,-0.9,-2.0,0.5,0.6,-5.8,-2.4,7.6,-1.1,-1.1
COCCN(C(=O)COC(=O)CC(C)c1ccccc1)c1c(N)n(Cc2ccccc2)c(=O)[nH]c1=O (configuration not stated),-3.9,-9.7,0.4,-3.8,0.3,-2.7,-3.0,2.1,1.8,0.0
Cn1cc(Br)c(C(=O)Nc2sc3c(c2C#N)CCC3)n1,6.2,-2.1,-7.6,2.6,-1.3,1.2,10.9,.,2.2,-4.1
Cc1c(/C(O)=C2\C(=O)C(=O)N(CCCN(C)C)C2c2ccco2)cnn1-c1ccccc1 (configuration not stated),0.6,3.3,-1.7,2.3,0.1,-2.4,6.3,-0.9,-12.4,-7.4
FC(F)(F)c1nnc2ccc(NCc3ccccc3)nn12,-4.6,2.1,0.3,-1.2,-1.7,-3.0,3.5,2.0,11.2,0.6
Cc1nn2c(Nc3ccccc3)c3c(nc2c1-c1ccccc1)CCC3,2.1,-7.7,5.4,0.5,-0.9,4.9,3.1,-0.2,-6.7,-0.6
CC1CC2=C(C(=O)O1)C(c1ccccc1)Nc1ccccc1N2 (configuration not stated),-3.2,-4.2,0.8,-7.2,-2.1,-7.9,3.9,1.1,-3.8,-1.6
Nc1ccccc1NC1=CC(=O)CC(c2ccco2)C1 (configuration not stated),6.3,1.1,23.2,-0.3,-3.5,-19.7,-4.4,7.9,-8.7,7.9*
CCn1cc(CN(C)C(=O)CSc2nc(-c3ccco3)cc(C(F)(F)F)n2)c(C)n1,-1.1,3.6,-4.4,-4.6,-1.6,-0.3,-2.2,-1.5,-1.0,-2.8

Further compounds:
Value order – rCAG binder	NPR2 activator	ABHD4 inh	GC-A act	PG9 binder	Rev-erbA mod	ASAP1 GAP inh	HTRA1 inh	ARFGAP1 inh	SMARCA2 act
> O=C(NCc1ccco1)c1ccc2sc([C@@H]3O[C@H](CO)[C@H](O)[C@H](O)[C@H]3O)nc2c1
  1.6	-5.0	3.0	1.5	-1.3	4.6	-1.8	.	-1.1	-1.7
> CC(C)(C)n1cnnc1Sc1ccc([N+](=O)[O-])cn1
  0.1	5.2	-3.3	-0.9	-3.0	1.0	5.6	-2.8	-0.8	-2.6
> N#CC1=C(SCc2ccccc2)NC(=O)CC1c1cccc(O)c1 (configuration not stated)
  -0.6	7.0	-3.0	-1.3	0.9	-2.8	2.9	-2.8	7.8	-0.2
> CCOC(=O)C1CCN(c2c(NCCCN3CCN(Cc4ccccc4)CC3)c(=O)c2=O)CC1
  -9.9	-1.0	1.0	2.1	-4.4	6.4	10.3	-1.6	9.6	1.1
> O=C(c1ccc(C(F)(F)F)cc1)N1CCC(=O)N(C(CO)Cc2ccccc2)CC1 (configuration not stated)
  4.6	-0.6	-2.2	-1.3	-0.6	3.0	-10.8	1.0	4.1	-0.1
> Cc1nc2ccc(S(=O)(=O)CCC(=O)NCCc3ccccc3)cc2s1
  -2.0	1.0	-0.9	-0.7	-1.8	6.5	-11.8	.	-16.3	0.7
> CC1CCN(C2=NN3C(=N)/C(=C\c4ccc(OC(=O)c5ccco5)cc4)C(=O)N=C3S2)CC1
  26.5	-0.6	10.8	-4.2	0.9	6.6	0.7	3.9	-5.4	-1.2
> CCCN(CC1CC1)C(=O)CCc1nnc(CCc2c[nH]c3ccccc23)o1
  -4.7	2.8	-0.5	0.2	0.5	4.9	13.0	2.2	-3.5	-2.1
> Cc1ccc(/C(N)=N/OC(=O)c2ccc3c(c2)OCO3)cc1
  -2.2	2.6	-0.1	3.7	0.3	-0.5	3.4	-0.1	-6.8	2.0
> COc1ccccc1NC(=O)C(=O)N/N=C(\C)CC(=O)Nc1ccccn1
  -1.9	7.8	-0.8	-1.4	-0.3	9.1	-2.0	-2.6	14.9	-2.4
> CCN(CCO)Cc1csc2ccc(C(C)(C)C)cc12
  -6.4	2.1	11.3	3.5	-0.2	1.6	0.1	-8.0	-10.9	0.6
> CC(=O)Nc1ccc2c(c1)OCO2
  0.1	7.4	5.0	1.4	2.4	-0.9	6.8	1.7	-7.2	-0.3
> COc1ccc(C(=O)NC2CC(C)(C)Cc3c2cnn3-c2ccccc2C)c(OC)c1OC (configuration not stated)
  -4.9	1.9	-4.4	-2.2	1.8	-5.3	-0.2	-9.6	0.7	5.8
> COc1cc(C(=O)Nc2cc3c4c(c2)CC(=O)N4CCC3)cc(OC)c1OC
  -0.6	1.2	2.1	2.5	-0.3	5.9	10.1	-4.1	-4.9	-1.2

Only PG9 binder and GC-A act, for some of the entries so far:
compound	PG9 binder	GC-A act
CCN(CCO)Cc1csc2ccc(C(C)(C)C)cc12	-0.2	3.5
CC(=O)Nc1ccc2c(c1)OCO2	2.4	1.4
COc1ccc(C(=O)NC2CC(C)(C)Cc3c2cnn3-c2ccccc2C)c(OC)c1OC (configuration not stated)	1.8	-2.2
